# Wnt act: activates Wnt/beta-catenin signaling in a reporter cell assay; activator, plate reader; activation, % at 9.35 µM; 300,000 compounds, 1.2% hits; in the data active means activation above about 30%, passing the limit was not always enough;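 further: 0% = neutral control wells and 100% = positive control wells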
# PvdQ inh: P. aeruginosa PvdQ acylase inhibition; purified PvdQ acylase, fluorescence plate reader; inhibition, % at 10 µM; 340,000 compounds, 0.063% hits; in the data active means inhibition above about 30%, passing the limit was not always enough;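 further: 0% = vehicle neutral wells and 100% = reference inhibitor wells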
# Rtt109 HAT inh: inhibitors of Candida albicans Rtt109/Vps75 histone acetyltransferase; Q5AAJ8; purified Rtt109/Vps75, ThioGlo CoA-SH fluorescence, 4 h; inhibition, % at 34.9 µM; 330,000 compounds, 0.16% hits; AID 540336;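 active means inhibition of at least 50% in every replicate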
# Target sequence (Q5AAJ8 whole entry, looked up): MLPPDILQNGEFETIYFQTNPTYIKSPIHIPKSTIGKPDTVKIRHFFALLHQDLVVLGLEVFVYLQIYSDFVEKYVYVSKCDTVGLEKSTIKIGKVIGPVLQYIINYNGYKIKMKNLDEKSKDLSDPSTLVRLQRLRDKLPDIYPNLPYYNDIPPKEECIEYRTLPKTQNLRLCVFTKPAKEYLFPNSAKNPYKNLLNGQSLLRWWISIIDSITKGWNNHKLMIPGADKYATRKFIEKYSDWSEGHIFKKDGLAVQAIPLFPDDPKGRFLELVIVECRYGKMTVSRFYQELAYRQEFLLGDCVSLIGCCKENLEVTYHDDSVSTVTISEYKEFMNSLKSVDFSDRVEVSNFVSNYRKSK
# DAGLB inhibitor: blocks human DAGLB lipase activity | 340,000 compounds, 0.059% hits | Q8NCG7 | inhibition, % at 5.17 µM | HEK293T DAGLB membrane lysate, EnzChek fluorogenic substrate | AID 504411; in the data active means inhibition above about 34%;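 further: 0% = enzyme with vehicle and 100% = wells lacking enzyme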
# Target sequence (Q8NCG7 whole entry, looked up): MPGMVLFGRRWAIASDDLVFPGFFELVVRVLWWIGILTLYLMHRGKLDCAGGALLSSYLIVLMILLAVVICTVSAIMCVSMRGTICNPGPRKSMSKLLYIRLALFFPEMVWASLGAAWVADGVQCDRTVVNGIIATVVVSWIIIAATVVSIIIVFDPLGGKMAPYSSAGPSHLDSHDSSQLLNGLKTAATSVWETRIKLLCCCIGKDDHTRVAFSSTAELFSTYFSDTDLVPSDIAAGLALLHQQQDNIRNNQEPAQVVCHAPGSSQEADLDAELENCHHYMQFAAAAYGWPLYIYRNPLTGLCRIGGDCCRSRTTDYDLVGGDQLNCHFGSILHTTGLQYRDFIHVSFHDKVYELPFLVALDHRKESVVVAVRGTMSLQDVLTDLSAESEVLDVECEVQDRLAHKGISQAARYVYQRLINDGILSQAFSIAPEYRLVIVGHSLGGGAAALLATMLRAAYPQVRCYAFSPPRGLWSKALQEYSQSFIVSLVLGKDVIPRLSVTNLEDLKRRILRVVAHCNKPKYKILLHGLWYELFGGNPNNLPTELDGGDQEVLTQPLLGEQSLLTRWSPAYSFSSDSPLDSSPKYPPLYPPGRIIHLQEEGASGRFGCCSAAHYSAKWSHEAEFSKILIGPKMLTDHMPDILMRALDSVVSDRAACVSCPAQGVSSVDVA
# PfHsp90 set2: inhibits growth of yeast expressing Plasmodium falciparum Hsp90; S. cerevisiae expressing PfHsp90, BacTiter-Glo ATP, 48 h; yeast lacking PDR1 and PDR3 efflux regulators; inhibition, % at 9.4 µM; 310,000 compounds, 0.32% hits;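 active means every replicate shows inhibition above about 80%, whatever the replicate mean, limit read from the data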;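 further: 0% = DMSO neutral controls and 100% = 20 µM radicicol positive controls; yeast relying on Plasmodium falciparum Hsp90 in place of its own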
# Tat export inh: blocks Tat-dependent protein export in E. coli; inhibition, % at 10 µM; E. coli MC4100 TorA-mCherry Tat export, fluorescence; 340,000 compounds, 0.036% hits;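 active means mean replicate inhibition at least 50% and at least half of replicates individually reaching 50%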;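 further: exported cargo escapes ClpAP degradation while cytoplasmic cargo is degraded and loses fluorescence; 0% = median of neutral control wells and 100% = median of NaSCN control wells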
# E coli growth: bacterial growth inhibition, counter-screen for AddAB inhibitors; E. coli V3065 growth, OD600 absorbance, 18 h; AID 449728; inhibition, % at 11.9 µM; 330,000 compounds, 0.27% hits;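 active means inhibition above the campaign's mean inhibition across all tested compounds plus 3 SD, cut at about 9.9% in these data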;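 further: uninfected addAB+ strain grown without phage in ampicillin broth; 0% = DMSO wells and 100% = ciprofloxacin 0.95 µg/ml wells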
# phage Ecoli inh: E. coli growth loss with phage present. 360,000 compounds, 0.26% hits. AID 651602. growth absorbance. inhibition, % at 11.9 µM; in the data active means inhibition above about 11%
# CAL PDZ FP: blocks peptide binding to human CAL PDZ domain | Q9HD26 | purified CAL PDZ, TMR-peptide fluorescence polarization, 1 h | inhibition, % at 20 µM | 330,000 compounds, 0.02% hits | AID 504414;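 active means highest replicate inhibition of at least 40%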;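 further: plate controls were DMSO neutral control wells for no effect and unlabeled competitor peptide control wells for full effect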
#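 material = purified tagged CAL PDZ domain construct (CerCALP) | compound dosing = 20 µM, one dose | times = 1 h at RT | measured by = fluorescence polarization from S- and P-plane intensities, G-factor corrected | read-out = inhibition from polarization loss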
# AddAB inh: less growth of phage-infected E. coli with AddAB; E. coli expressing H. pylori AddAB, absorbance growth; inhibition, % at 11.9 µM; 330,000 compounds, 0.29% hits; AID 435030; in the data active means inhibition above about 12%;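 further: 0% = vehicle wells of infected cells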
# * marks the source's active call; other numbers are inactive results; . = no result given.
# The opening four records (preview)
SMILES,Wnt act,PvdQ inh,Rtt109 HAT inh,DAGLB inhibitor,PfHsp90 set2,Tat export inh,E coli growth,phage Ecoli inh,CAL PDZ FP,AddAB inh
Cc1cc2c(cc1S(=O)(=O)N1CCN(c3cccc(C)c3C)CC1)OCC(=O)N2,-2.8,-10.1,0.8,-2.5,-61.8,1.3,1.0,-0.3,-0.7,-0.2
Cc1ccc(NC(=O)N2CCC(NC(=O)C(C)(C)C)CC2)cc1,0.3,13.4,4.8,-2.4,-1.4,-2.6,3.0,2.1,-0.2,3.1
CCCNC(=O)CN(Cc1ccco1)S(=O)(=O)c1ccc(OCC)cc1,.,-10.4,4.8,-3.2,5.7,1.5,2.7,3.0,0.3,3.9
Nc1nc2n(n1)C(c1c(F)cccc1Cl)CC(c1ccc(F)cc1)N2 (configuration not stated),-2.1,-11.2,-4.2,2.7,-4.3,7.9,-1.1,0.1,-0.2,6.8

# The listing (from the top)
SMILES,Wnt act,PvdQ inh,Rtt109 HAT inh,DAGLB inhibitor,PfHsp90 set2,Tat export inh,E coli growth,phage Ecoli inh,CAL PDZ FP,AddAB inh
Cc1cc2c(cc1S(=O)(=O)N1CCN(c3cccc(C)c3C)CC1)OCC(=O)N2,-2.8,-10.1,0.8,-2.5,-61.8,1.3,1.0,-0.3,-0.7,-0.2
Cc1ccc(NC(=O)N2CCC(NC(=O)C(C)(C)C)CC2)cc1,0.3,13.4,4.8,-2.4,-1.4,-2.6,3.0,2.1,-0.2,3.1
CCCNC(=O)CN(Cc1ccco1)S(=O)(=O)c1ccc(OCC)cc1,.,-10.4,4.8,-3.2,5.7,1.5,2.7,3.0,0.3,3.9
Nc1nc2n(n1)C(c1c(F)cccc1Cl)CC(c1ccc(F)cc1)N2 (configuration not stated),-2.1,-11.2,-4.2,2.7,-4.3,7.9,-1.1,0.1,-0.2,6.8
Cc1ccc(S(=O)(=O)N(C)c2ccc(C(=O)N3CCC(C(N)=O)CC3)cc2)cc1,.,-13.2,-9.2,1.1,.,-0.6,-2.2,-0.5,0.3,0.5
Cc1cc(C)c2c3c(sc2n1)C1(CCSCC1)C(C#N)=C(N)O3,.,-0.4,.,-0.3,4.6,-2.5,-0.9,-0.9,-4.9,2.9
Cn1cccc1CC(=O)N/N=C/c1cccc([N+](=O)[O-])c1,-0.6,1.4,-0.2,-1.8,14.7,-13.8,0.5,2.7,-0.1,5.4
CC(=O)c1c(C(C)=O)c(C)n(-c2ccc(N)cc2)c1C,-0.5,-0.3,-2.9,-2.4,0.7,-0.6,-0.6,1.3,0.5,3.0
CC(NS(=O)(=O)c1ccc(OCC(=O)NCc2cccnc2)cc1)c1ccccc1 (configuration not stated),1.0,-3.9,-1.3,0.8,3.6,9.6,-2.3,3.1,-1.0,0.7
CCc1ccc(C(=O)NNC(=O)Cn2c(=O)cnc3ccccc32)cc1,13.3,-13.7,8.3,0.7,18.7,-4.9,1.9,2.8,-0.5,4.4
COC(=O)c1ccccc1Nc1cc(C)nc2nc(C)nn12,-2.7,6.3,-17.3,1.0,-10.0,-12.3,-2.6,1.4,0.2,3.2
CNC(=O)CSc1nnc(CCc2ccccc2)n1-c1ccccc1,-1.7,3.4,19.2,0.1,-4.0,-0.3,-0.4,1.0,-3.0,2.1
COc1cc(C(=O)Nc2ccc3c(c2)N(C(=O)CN2CCN(C)CC2)c2ccccc2CC3)cc(OC)c1OC,0.2,2.2,34.3,0.9,1.1,25.7,-2.6,1.2,-2.0,-0.2
COc1ccc(NC(=O)c2ccc3c(=O)n(-c4ccc(OC)cc4OC)c(=S)[nH]c3c2)cc1,-0.1,-5.3,-1.0,2.9,.,-11.4,-2.3,3.6,-5.0,0.2
COc1ccc(OC)c(CCNC(=O)Cn2cccc2C(=O)c2ccccc2C)c1,1.2,-7.6,4.5,-2.6,-1.9,-2.5,-0.7,2.3,-0.6,2.4
CCOC(=O)C1CCCN(C(=O)c2sc3nc(C)nc(N(CC)CC)c3c2C)C1 (configuration not stated),.,-3.0,4.0,-0.7,8.3,1.8,2.8,3.1,.,1.4
Cc1[nH]nc2c1C(c1cn[nH]c1-c1ccc(F)cc1)C(C#N)=C(N)O2 (configuration not stated),.,9.3,4.3,0.3,4.1,-6.1,0.1,1.4,-2.3,2.8
CCc1ccc(/C=C2\SC(=S)N(CCCC(=O)Nc3ccccc3C(=O)O)C2=O)cc1,-1.9,7.2,2.0,1.0,-12.6,10.0,0.0,1.4,-2.6,4.4
CCNC(=S)N1CCN(CC(=O)Nc2ccc(Br)cc2)CC1,-20.0,-11.6,1.5,0.1,-35.7,6.9,-0.1,3.3,-1.0,4.5
CC(=O)c1c(C)[nH]c(C(=O)OCc2cccc(C)c2)c1C,8.3,-20.3,5.1,-2.9,4.9,-9.5,-3.5,0.0,-1.5,1.1
N#Cc1c(-c2ccc(Cl)cc2)ccn2nc(C3CCCCC3)nc12,25.6,-8.7,-5.5,1.9,20.0,3.4,0.3,2.3,-2.7,-0.2
CSc1cccc(NC(=O)CN(C)S(=O)(=O)c2ccc(C)cc2)c1,.,-0.1,-13.9,-0.6,-13.3,2.4,0.9,3.2,0.1,6.7
COC(=O)c1ccc(C)c(NC(=O)C2CC(=O)N(C3CCCC(C)C3C)C2)c1 (configuration not stated),-0.9,-5.2,1.1,1.6,-2.1,10.7,-2.5,2.1,0.6,-1.6
O=C(COC(=O)C1CCCC1)Nc1ncc(Cl)cc1Cl,-3.8,-10.3,-3.9,-1.3,.,1.5,2.7,1.9,-1.3,4.7
CN1CCN(C(c2ccc(C(F)(F)F)cc2)c2ccc3cccnc3c2O)CC1 (configuration not stated),3.8,.,.,.,.,.,26.6*,16.6*,.,17.3*
Cc1sc(N)nc1-c1ccc(Oc2ccccc2)cc1,5.8,3.5,16.1,-1.8,-11.4,0.4,-1.6,1.5,.,-0.7
O=C(O)C/C(=C\c1cc(Br)cs1)c1nc2ccccc2o1,1.6,-6.6,3.6,3.4,-5.3,-3.2,1.1,0.7,0.4,2.0
CCN1CCN(CCCNC(=O)CNC(=O)c2nn(-c3ccc(OC)cc3)c(=O)c3ccccc23)CC1,2.3,4.5,9.8,-3.8,7.5,1.2,0.2,3.0,-0.1,3.2
COc1cc(Br)ccc1NC(=O)c1ccccc1-c1ccccc1C(=O)O,-0.7,-11.4,-1.2,4.8,11.0,21.5,-3.1,1.3,-1.8,-3.0
CC(=O)N1CCN=C1SCc1ccccc1F,4.9,-9.1,-8.4,0.0,-8.3,-4.5,1.3,2.3,-0.9,6.4
COc1ccc(CN(Cc2cc3cc(OC)c(OC)cc3[nH]c2=O)C(=O)NC2CCCCC2)cc1,-8.9,-11.3,12.5,1.3,-33.3,-4.3,1.8,-0.2,-0.1,4.0
CC(C)CCN1CCN(Cc2cccn2-c2nccs2)CC1CCO (configuration not stated),4.0,4.2,14.2,-1.2,1.5,4.6,-4.0,5.3,0.4,2.0
O=C(NN=Cc1cc(Br)c(O)c(Br)c1)c1ccccc1NS(=O)(=O)c1cccs1,-1.9,2.4,3.8,28.1,13.1,-7.6,-0.8,0.9,-0.7,0.1
CCc1ccc(Cc2cnc(NC(=O)C3=NCCN3)s2)cc1,0.9,-11.0,-7.4,2.4,-6.2,2.7,-5.7,-1.9,-0.1,-4.3
O=C(CCN1CCN(Cc2ccccc2)CC1)NNC(=O)Nc1cccc(C(F)(F)F)c1,-2.1,-7.4,1.1,-0.3,-5.3,-9.9,0.0,2.6,-0.2,-1.1
COc1ccc(C2/C=C\CN(C(=O)C3CCCC3)[C@H](Cc3ccccc3)C(=O)N2Cc2ccc(F)cc2)cc1 (some centres not stated),-2.3,-4.1,-9.1,-15.9,13.9,-0.1,-1.4,0.6,0.7,3.5
COCCN=c1scc(-c2ccc3c(c2)NC(=O)CO3)n1/N=C(\C)c1ccc(O)cc1,11.0,0.3,1.0,4.3,-16.1,13.3,-3.6,-0.1,1.2,-3.7
Cc1ccc(NC(=O)CSc2nnnn2C2CCCC2)cc1S(=O)(=O)N1CCOCC1,-2.4,-5.7,-4.5,0.5,-7.4,-0.7,-0.9,1.1,-0.6,-1.2
CC(C)(C)OC(=O)N[C@@H](Cc1ccccc1)C(=O)N1CCC(C(=O)N[C@@H](CCC(N)=O)C(=O)O)CC1,-0.4,-21.2,6.3,1.4,8.2,0.0,1.2,3.0,-2.0,-1.2
COc1ccc(S(=O)(=O)N2CCOCC2)cc1NC(=O)c1ccc(=O)[nH]c1,0.0,-10.0,4.3,0.1,-11.9,-12.8,.,-0.5,-0.6,.
O=C(CNCC1CCCO1)Nc1ccccc1N1CCCCCC1 (configuration not stated),-7.4,5.1,1.5,0.5,.,0.3,-0.6,2.3,-2.0,-0.3
COc1cc(/C=N\N=C2/SC(CC(=O)O)C(=O)N2c2ccc(O)cc2)ccc1O (configuration not stated),.,6.5,3.9,2.6,-28.4,-12.0,1.5,1.1,-1.1,2.1
Cc1cc(=O)n2nc(-c3ccccc3)sc2n1,.,4.6,-6.7,0.4,30.6,-0.1,-0.1,1.6,-0.2,4.7
O=C(N/N=C/C=C\c1ccccc1[N+](=O)[O-])c1cc(-c2ccccc2)nc2ccccc12,.,28.9,2.4,-4.8,2.3,1.9,1.4,0.6,1.7,4.1
Cc1nc2ccccc2n1CC(=O)c1ccccc1,-0.1,-9.2,-7.8,2.1,15.1,2.2,1.2,1.6,-0.3,4.3
Cc1occc1C(=O)Nc1ccccc1NC(=O)c1ccoc1C,-2.9,7.1,-11.7,2.7,-10.1,-8.6,0.4,2.1,0.1,2.0
CC(=O)Nc1ccc(S(=O)(=O)Nc2nc3ccccc3s2)cc1,1.8,-1.1,-6.0,-3.5,10.8,11.1,0.9,0.3,-0.8,3.1
Cc1ccc(C(=O)NC2CCN(CC(=O)Nc3cccc([N+](=O)[O-])c3)CC2)cc1,0.1,-10.7,0.6,2.0,16.2,-1.6,-1.5,2.6,-2.9,0.2
NCCCn1c(C(=O)c2cc(Cl)c(N)c(Cl)c2)c2ccccc2[n+]1[O-],3.0,-7.5,17.5,2.5,12.1,-9.0,-0.2,1.8,-0.9,1.4
O=C(OCc1nnc(-c2ccccc2)o1)c1cn(-c2ccccc2)nc1-c1ccccc1,-0.3,5.7,1.8,-5.2,14.4,6.1,-0.7,0.4,-1.0,0.4
CCc1cccc(CC)c1NC(=S)Nc1ccc2cn[nH]c2c1,1.3,-11.6,5.0,1.0,-14.0,-0.2,2.8,2.1,-2.0,-1.0
N#Cc1c(SCc2ccc(Cl)cc2)sc(C(=O)c2ccccc2)c1N,.,-2.5,3.5,-9.5,.,-6.5,-1.5,-1.3,-0.8,1.4
O=[N+]([O-])c1ccccc1N/N=C/c1ccc2c(c1)OCO2,53.0*,-2.1,-14.9,6.0,-5.2,-2.3,.,2.9,-1.8,.
O=C(O)c1ccccc1-c1cc2ccccc2[nH]1,5.0,13.6,-1.0,2.4,-12.6,-0.6,-1.7,3.6,-2.2,2.4
CNC(=O)c1sc(-c2cccnc2)nc1C,-0.5,-0.8,-1.6,-0.8,8.5,-2.1,-1.3,3.6,0.4,2.4
COc1cc(OC)c2c(-c3ccccc3)cc(=O)oc2c1C(CCN1CCCC1)c1ccc2c(c1)OCO2 (configuration not stated),-4.8,1.9,6.7,0.6,-7.8,-5.1,-3.9,1.8,-3.2,3.1
O=C(Nc1cccnc1)c1ccc(COc2ccccc2Cl)o1,-4.8,-0.7,-8.4,-0.5,32.6,11.2,0.3,0.6,-3.1,3.9

# Screening data from PubChem BioAssay.
